# esBAF inh = SWI/SNF esBAF complex inhibition | mouse ES cells, Bmi1-luciferase knock-in reporter, 24 h; 100% = twice the neutral-well signal | reporter increase, % at 12.5 µM | hit rate 2% among 350,000 | AID 602393; in the data active means activation above about 40%;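 further: 0% = median of the plate's neutral control wells and 100% = double that signal; a rise in the Bmi1 reporter signal indicates esBAF inhibition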
# ERAP1 inh = ERAP1 (human) enzyme inhibition; Q9NZ08; recombinant ERAP1, Leu-AMC fluorescence, 60 min; inhibition, % at 10.7 µM; hit rate 0.15% among 340,000;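 active means mean replicate inhibition of at least 30%, or all replicates individually reaching that 30% level; inactive means mean below 30% and not every replicate reaching it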;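 further: 0% = neutral control wells and 100% = L-leucinethiol positive control wells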
# Target sequence (Q9NZ08 whole entry, looked up): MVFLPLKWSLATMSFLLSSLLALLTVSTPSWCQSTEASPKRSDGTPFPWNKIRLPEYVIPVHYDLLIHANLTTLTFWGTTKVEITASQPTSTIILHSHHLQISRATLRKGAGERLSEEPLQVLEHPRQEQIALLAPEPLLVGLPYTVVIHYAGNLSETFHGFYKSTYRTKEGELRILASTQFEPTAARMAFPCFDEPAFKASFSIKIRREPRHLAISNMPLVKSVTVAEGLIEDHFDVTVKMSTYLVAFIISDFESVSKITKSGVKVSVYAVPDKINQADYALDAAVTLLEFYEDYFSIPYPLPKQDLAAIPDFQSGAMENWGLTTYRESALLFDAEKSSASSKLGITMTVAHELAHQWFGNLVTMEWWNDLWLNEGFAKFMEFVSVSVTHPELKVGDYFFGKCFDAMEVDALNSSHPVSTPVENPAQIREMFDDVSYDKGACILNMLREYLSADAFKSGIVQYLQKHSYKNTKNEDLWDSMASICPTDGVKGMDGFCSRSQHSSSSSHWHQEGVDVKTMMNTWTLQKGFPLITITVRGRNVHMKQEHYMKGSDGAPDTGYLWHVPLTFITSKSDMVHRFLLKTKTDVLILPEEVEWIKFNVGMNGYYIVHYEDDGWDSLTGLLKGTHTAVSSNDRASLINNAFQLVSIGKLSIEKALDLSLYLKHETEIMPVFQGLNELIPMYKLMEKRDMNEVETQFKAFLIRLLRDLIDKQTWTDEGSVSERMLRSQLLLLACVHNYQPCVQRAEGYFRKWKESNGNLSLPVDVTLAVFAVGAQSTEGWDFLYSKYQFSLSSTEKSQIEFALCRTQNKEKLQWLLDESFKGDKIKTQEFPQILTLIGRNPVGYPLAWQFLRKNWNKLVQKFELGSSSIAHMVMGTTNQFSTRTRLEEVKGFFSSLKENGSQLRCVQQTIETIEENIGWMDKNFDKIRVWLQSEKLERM
# RAD54 inh = inhibitors of human RAD54 branch migration; RAD54 Holliday junction branch migration, FAM/BHQ fluorescence; hit rate 0.14% among 360,000; inhibition, % at 10.4 µM; Q92698;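 active means mean normalized replicate activity at least 40 and at least half of replicates scoring 40 or more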;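 further: 0% = median of neutral control wells and 100% = median of positive control wells; inhibitors cause a drop in the FAM fluorescence signal; in these data hits start at about 50%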
# XiGFP reactiv = activators of X-chromosome reactivation in mouse fibroblasts. XiGFP mouse fibroblasts, % GFP-positive cells imaging, 3 d; cells co-treated with 5-aza-dC sensitizer; scaled so ellipticine positive control = 100%. activation, % at 7.58 µM. hit rate 0.055% among 360,000;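 active means mean normalized replicate activation at least 10% and every replicate at or above 10%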;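 further: 0% = median of on-plate neutral control wells and 100% = ellipticine 6 µM median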
#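 Assay system: SV40-immortalized XiGFP fibroblast cells, line 68-5-11; buffer or medium: DMEM plus 5-aza-dC sensitizer; compound: one concentration, pinned; timing: compounds 3 days, fix/stain 15 min at room temperature; benchmarks: positive control ellipticine, 6 µM final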
# RAD52 anneal inh = RAD52 (human) annealing inhibition. recombinant RAD52 DNA annealing, FRET fluorescence. inhibition, % at 18.7 µM. hit rate 0.46% among 360,000;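 active means every replicate showing at least 50% inhibition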
# ARNT TACC3 PPI = disruptors of human ARNT/TACC3 interaction. AlphaScreen His-ARNT PAS-B/GST-TACC3 binding, luminescence; TACC3 fragment carries E629A point mutation. Q9Y6A5. inhibition, % at 9.99 µM. hit rate 0.66% among 390,000;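 active means mean inhibition of replicates at least 50% and at least half of replicates each reaching 50%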;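 further: 0% = complete ARNT plus TACC3 wells and 100% = ARNT alone without TACC3; many hits fall short of the cut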
# CFTR F508del cor = CFTR F508del correction in bronchial cells. CFBE cells, YFP halide quenching; stimulated with forskolin plus potentiator P3; % fluorescence drop versus neutral controls. activity (quench increase), % at 7.58 µM. hit rate 0.36% among 350,000. AID 720511;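 active means mean added fluorescence quench of at least 8% versus neutral control, with both replicates also reaching 8%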;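 further: cells transiently co-express mutant CFTR-F508del with the halide-sensitive YFP; corrector assay measuring rescue of mutant channel to the surface after 24 h compound exposure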
# GSIS activator = primary screen for activators of insulin secretion dependent on glucose, INS-1E cells, GLuc reporter luminescence; INS-1E GLuc reporter insulin secretion, 2-3 h; activation, % at 16.6 µM; hit rate 0.61% among 370,000; AID 743287;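 active means lowest replicate activation of at least 40%, so every replicate reaches that level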;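 further: 0% = median of neutral control wells and 100% = median of IBMX positive control wells; some compounds called inactive have numbers as strong as hits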
# Starred values were filed as active, the others as inactive; . = not tested or not shown. Hits appear at their usual frequency. About 3.3% of those tested had a hit in this group.
# Second line of a record: GSIS activator, ARNT TACC3 PPI, esBAF inh, CFTR F508del cor, RAD54 inh, ERAP1 inh, XiGFP reactiv, RAD52 anneal inh
CO[C@H](CN(C)S(=O)(=O)c1ccc(C)cc1)[C@H](C)CN(C(=O)Nc1ccccc1F)[C@H](C)CO
  -2, 7, 9, 0.2, -1, -2, 0.0, -5
CCC(C)NC(=O)N[C@@H](CCSC)C(=O)O (some centres undefined)
  -10, -3, 1, -3.3, 13, 8, ., -4
O=C(NCC1CCCCC1)c1cccc(-c2ccc(O)cc2)c1
  -14, 5, 3, -0.2, 0, -5, -0.1, -17
N#C[C@H]1[C@H](c2ccc(-c3ccc(F)cc3)cc2)[C@H](CO)N1c1nc(-c2ccccc2)cs1
  9, ., ., -1.1, ., 3, -0.2, -23
COc1ccccc1-n1cn[nH]c1=S
  -16, -5, ., 1.6, -4, ., ., -3
CCN(C(=O)CSc1nnc(-c2ccccc2F)n1N)c1c(N)n(Cc2ccccc2)c(=O)[nH]c1=O
  2, 0, -6, 1.4, -1, -2, 0.7, -21
CC(=O)Nc1ccc(NC(=O)CSc2ccc(-c3ccco3)nn2)cc1
  -3, -2, ., -2.0, ., 3, -0.1, -7
Cc1cc2c3c([nH]c2cc1S(=O)(=O)NCc1ccc(CN2CCCCCC2)o1)CCCC3=O
  -17, 3, -5, -0.4, 4, -2, 0.0, -13
Cc1ccc(CCNS(=O)(=O)c2cc(Br)cnc2N)cc1
  -5, -11, -1, 3.9, -4, 0, 0.0, 1
CCCC(=O)Nc1ccc2c(c1)OC[C@@H](C)N(C(=O)C1CCCC1)C[C@H](C)[C@@H](OC)CN(C)C2=O
  0, -3, 1, 2.6, 2, -3, 0.1, -1
CC(=O)c1sc(Nc2ccccc2)nc1C
  -5, ., 36, -1.9, -5, 5, 0.0, -12
O=C(C[C@@H]1CC[C@H](NC(=O)Nc2ccccc2F)[C@H](CO)O1)NCc1ccc(F)cc1
  4, ., ., 0.5, ., 0, 0.0, -11
C=CC[C@H]1C(C(=O)OCC)=CC[C@@H](c2ccccc2)N1S(=O)(=O)c1ccc(C)cc1
  -6, ., 9, 0.1, -13, 1, 0.5, -5
COC(=O)c1ccc(S(=O)(=O)c2ccc(Cl)cc2)c(N)c1
  1, -10, -1, -0.4, -7, -3, 0.0, 7
O=C(c1cccc(S(=O)(=O)N2CCCc3ccccc32)c1)N1CCN(c2ccccc2)CC1
  -26, -15, 1, -1.6, 1, -1, 0.0, -23

# Another view of part of the listing above.
SMILES	GSIS activator	ARNT TACC3 PPI	esBAF inh	CFTR F508del cor	RAD54 inh	ERAP1 inh	XiGFP reactiv	RAD52 anneal inh
CCCC(=O)Nc1ccc2c(c1)OC[C@@H](C)N(C(=O)C1CCCC1)C[C@H](C)[C@@H](OC)CN(C)C2=O	0	-3	1	2.6	2	-3	0.1	-1
CC(=O)c1sc(Nc2ccccc2)nc1C	-5	.	36	-1.9	-5	5	0.0	-12
O=C(C[C@@H]1CC[C@H](NC(=O)Nc2ccccc2F)[C@H](CO)O1)NCc1ccc(F)cc1	4	.	.	0.5	.	0	0.0	-11

# Structures listed so far that contain a furan ring, fused or not:
# Second line of a record: GSIS activator, ARNT TACC3 PPI, esBAF inh, CFTR F508del cor, RAD54 inh, ERAP1 inh, XiGFP reactiv, RAD52 anneal inh
CC(=O)Nc1ccc(NC(=O)CSc2ccc(-c3ccco3)nn2)cc1
  -3, -2, ., -2.0, ., 3, -0.1, -7
Cc1cc2c3c([nH]c2cc1S(=O)(=O)NCc1ccc(CN2CCCCCC2)o1)CCCC3=O
  -17, 3, -5, -0.4, 4, -2, 0.0, -13

# Additional entries follow.
# Second line of a record: GSIS activator, ARNT TACC3 PPI, esBAF inh, CFTR F508del cor, RAD54 inh, ERAP1 inh, XiGFP reactiv, RAD52 anneal inh
C[C@H](CO)N1C[C@H](C)[C@H](CN(C)Cc2ccc(Cl)c(Cl)c2)Oc2ccc(NC(=O)Nc3cccc4ccccc34)cc2CC1=O
  17, 9, -6, 2.6, -7, 1, -0.1, 11
COc1ccc(C#Cc2ccc3c(c2)O[C@@H](CN(C)C(C)=O)[C@@H](C)CN([C@@H](C)CO)S3(=O)=O)cc1
  -3, -18, 11, 2.3, -15, 0, -1.1, -42
CCOC(=O)N(C)c1c(CC)nc2c(OCc3ccc(F)cc3)cccn12
  7, ., -7, 0.0, -9, -5, 0.1, -2
Cc1ccc(-c2nc3c(=O)n(C)c4ccccc4c3o2)cc1
  79*, 0, 21, ., 12, ., ., .
Cc1cc(C)c(NC(=O)CS(=O)CC(=O)N2CCN(c3ccc(F)cc3)CC2)c(C)c1 (centres undefined)
  11, 0, -2, ., -1, ., ., .
COC(=O)c1c2oc(c1C(=O)OC)C(=O)N[C@H](Cc1ccccc1)Cn1cc(nn1)[C@@H](Cc1ccccc1)NC(=O)N[C@@H](CO)CC2
  ., 23, ., -2.5, -3, 2, ., 25
O=C(/C(=C(/[O-])c1ccccc1)[n+]1ccccc1)c1ccc([N+](=O)[O-])cc1
  4, ., ., -1.1, 11, 4, 1.0, -12
C[C@H]1CN([C@@H](C)CO)C(=O)c2cccc(NC(=O)Nc3ccccc3)c2O[C@H]1CN(C)Cc1ccc(C(F)(F)F)cc1
  -13, 8, -1, 0.0, 12, 4, 0.2, -4
NS(=O)(=O)c1ccc(CNC(=O)C2CCCN2C(=O)c2cccs2)cc1 (centres undefined)
  -9, 1, ., -1.1, ., -1, 0.0, 1
CC(CCc1ccccc1)NC(=O)CNc1cccc([N+](=O)[O-])c1 (centres undefined)
  -32, 10, 6, 1.7, -5, 3, 0.0, -8
Cc1ccc(S(=O)(=O)Nc2ccc3c(c2)CC(=O)N([C@H](C)CO)C[C@H](C)[C@H](CN(C)C(=O)Nc2ccc(F)cc2)O3)cc1
  -12, ., 3, 1.2, ., ., -0.1, .
O=C(C[C@@H]1CC[C@@H]2NC[C@H](O)COC[C@H]2O1)NCCN1CCCC1
  18, ., ., -2.0, ., -4, 0.2, 1
COc1ccc(CN(C)C[C@H]2OCCCC[C@@H](C)Oc3ccc(NC(=O)NC(C)C)cc3C(=O)N([C@H](C)CO)C[C@H]2C)cc1
  -9, -10, -4, -2.0, -1, 0, 0.4, 0
COc1ccc(CNC(=O)C(c2ccncc2)N(C(=O)Cc2cccs2)c2cccc(C)c2)cc1 (centres undefined)
  -9, -9, 5, 1.7, 12, -1, ., -22
COc1cc(/C=N/NC(=O)c2c(-c3ccccc3)noc2C)cc(OC)c1OC
  -2, -10, ., -0.9, -13, -3, 0.1, -4
CO[C@@H]1CN(C)C(=O)c2ccc(NC(C)=O)cc2OC[C@H](C)N(C(=O)CN(C)C)C[C@@H]1C
  -3, 3, -3, -2.7, 4, ., -0.4, .
Cc1ccc2cc(C)c(SCC(=O)Nc3cc(C)on3)nc2c1
  18, -35, -8, -1.7, -2, -5, 0.2, -14
COc1ccc(NC(=O)Cn2nc(C)c([N+](=O)[O-])c2C)cn1
  6, -2, ., -2.7, ., 1, 0.3, -5
CCS(=O)(=O)N1CC2(CN(C(=O)c3ccc(F)cc3)[C@H](CO)c3c2c2ccc(OC)cc2n3C)C1
  -1, ., ., 2.9, ., -2, 0.1, 9
CCC(ONc1ccccc1C(F)(F)F)(C(=O)NN(C)C)c1ccccc1 (centres undefined)
  ., 8, -8, -1.4, 7, -1, 0.0, 7
Cc1ccccc1-c1ccc2c(c1)O[C@@H](CN(C)C(=O)C1CC1)[C@@H](C)CN([C@@H](C)CO)S2(=O)=O
  -19, -3, 0, -3.7, -3, 0, -0.9, 11
CCOc1cc(C2Nc3ccccc3C(=O)N2c2ccccc2)c(Br)cc1OCC(=O)O (centres undefined)
  -2, -7, ., ., -1, ., 0.3, .
CNC(=O)C[C@@H]1CC[C@H]2[C@@H](COc3ccc(NC(=O)Nc4ccccc4OC)cc3C(=O)N2C)O1
  1, 1, -3, 1.2, 2, 0, 0.1, 1
C[C@H](CO)N1C[C@H](C)[C@@H](CN(C)C(=O)CCCN(C)C)OCCCC[C@H](C)Oc2ccc(NC(=O)Nc3ccc4c(c3)OCO4)cc2C1=O
  -12, 3, -1, -1.6, 14, ., 0.0, .
COC(=O)c1cc(=O)nc(NN=Cc2ccco2)s1
  7, ., ., -2.6, ., 9, 0.1, -51
Cn1c(=O)c2cc(NC(=S)NC3CC3)ccc2n1Cc1ccc(F)cc1
  4, ., 2, 0.5, -4, 5, -0.1, -4
O=C1NC[C@@H](CCCCN2CCN(CCc3ccccc3)C(=O)C2=O)N(CC2CCCCC2)C1=O
  15, ., ., -1.9, ., 0, 0.2, -15
O=C(NC1CCCC1)C(c1ccncc1)N(C(=O)Cc1cccs1)c1ccccc1 (centres undefined)
  -2, 0, ., -0.1, ., 0, 0.1, -20
CN(C)C(=O)C[C@H]1CC[C@H]2[C@@H](COC[C@H](O)CN2Cc2nccs2)O1
  16, -12, -1, -0.5, 1, -1, 0.1, -6
CCn1cc(C(=O)OCC(=O)c2cc(C)n(-c3ccc(OC(F)F)cc3)c2C)c(=O)c2ccc(C)nc21
  16, 1, ., ., -15, ., -0.1, .
COc1ccc(CC(=O)OCC(=O)N2CCN(S(=O)(=O)c3ccc(C)cc3C)CC2)cc1OC
  -6, -1, 4, -0.2, -3, -3, 0.4, -11
Cc1ccc2nc(C)c(C(=O)N/N=C/c3ccc(C(=O)O)cc3)cc2c1
  -11, -2, ., -0.7, ., -9, 0.0, -4
Cc1ccc(S(=O)(=O)N(C)C[C@@H]2Oc3c(NC(=O)c4ccc(-c5nccs5)cc4)cccc3C(=O)N([C@H](C)CO)C[C@@H]2C)cc1
  10, 8, -10, 1.5, -5, 2, 0.7, 6
COc1ccc(/C=C2\SC(=O)N(CCC(=O)NCCCn3ccnc3)C2=O)cc1
  23, 8, 26, 1.3, 1, 4, 0.0, -9
C[C@H](CO)N1C[C@H](C)[C@@H](CN(C)CC2CCCC2)Oc2cc(C3=CCCCC3)ccc2S1(=O)=O
  -1, 5, -4, -2.4, 4, -1, -0.2, -69
COc1ccccc1-c1cn(CC[C@H]2CC[C@@H](NC(=O)NC(C)C)[C@@H](CO)O2)nn1
  0, -11, 2, 3.8, -1, 3, -0.2, -6
Cc1cnc([N+](=O)[O-])n1CCOC(=O)NC(=O)c1ccc(C(F)(F)F)cc1
  -4, 1, -3, 3.0, 5, 0, 0.0, 12
O=C(NS(=O)(=O)Oc1ccc(F)cc1F)OC[C@@H]1CCCN2CCCCC12 (some centres undefined)
  12, 6, 0, -1.4, -6, -2, 0.0, -15
COc1cc(OC)c(C2=NOC(C(=O)NCCc3ccccc3)C2)cc1Cl (centres undefined)
  -2, -1, -6, ., 7, ., ., .
COc1cccc(NC(=S)N2CCCC2)c1
  5, -10, ., ., 12, ., 0.0, .
CCn1nc(NC(=O)c2ccco2)c2cc3cc(C)ccc3nc21
  10, -9, ., ., ., -3, 0.0, -20
COc1ccc2c3c([nH]c2c1)[C@@H](CO)N(C(=O)c1ccccc1)CC31CCN(S(=O)(=O)c2cccs2)CC1
  11, ., ., -1.9, ., -1, 0.1, -6
COc1ccc(S(=O)(=O)NCc2ccccn2)cc1OC
  2, -5, 3, -1.2, -5, 5, 0.0, -5
C[C@H]1CN([C@@H](C)CO)C(=O)c2cc(NS(=O)(=O)c3cccs3)ccc2O[C@@H]1CN(C)C(=O)NC1CCCCC1
  11, -3, -2, -1.2, 11, -4, -1.1, 8
C[C@H](CO)N1C[C@H](C)[C@@H](CN(C)Cc2ccc(Oc3ccccc3)cc2)Oc2ccc(NC(=O)NC3CCCCC3)cc2C1=O
  -26, -4, -6, -0.8, -17, 2, 0.4, 9

# Screens (PubChem BioAssay)
